TNAP activators: human TNAP enzyme activators, primary screen, biochemical, luminescent, no phosphate acceptor, uHTS (AID 1001) | Alkaline phosphatase, tissue-nonspecific isozyme (Homo sapiens) | purified TNAP, luminescent activation assay, no phosphate acceptor; higher activation fold means a stronger effect | one-dose activation fold at 20 µM; EC50 in µM for titrated hits | 0.03% of 200,000 active; in the data active means activation fold from about 3, or a potency from the dose series; inactive means the rest, 99 in 100 with activation fold below about 1.6; further: many of its hits are not listed in these tables
MT stabilize HCS: microtubule stabilizers in HeLa cells, primary screen, imaging, high-content imaging | HeLa tubulin immunostaining HCS, 24 h; share of cells brighter than vehicle mean+2SD | % tubulin-high responders, % at 10 µM | 0.83% of 200,000 active | AID 2205, 2009;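 active means plate Z-score above 3 for both tubulin-high and condensed-nucleus cell shares, with cell loss under 80%, at 10 µM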;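 further: anti alpha tubulin signal scored within the nucleus-defined area of each cell; some results filed as inactive read as strong as hits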
Dynein transport: inhibitors of GR-EGFP nuclear translocation, primary screen, dynein cargo transport inhibitor project, imaging, high-content, 3617.4 mouse cells; test concentration mostly 20 µM; stimulated with dexamethasone, 1 µM; hits give low values; z-score, hits read low; 0.47% of 220,000 active; AID 1381, 2008;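 active means plate z-score of nuclear minus cytoplasmic receptor signal below a set negative limit, without overly bright fluorescence or cell loss, cut at about -3.5 in these data, passing the limit was not always enough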;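 further: z-score of nuclear minus cytoplasmic ring GR-EGFP intensity difference per well; some compounds called inactive have numbers as strong as hits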
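Buffer or medium: Induction medium lacking tetracycline, stripped serum | Also added: Dexamethasone agonist, 1.0 µM final, for 30 min | Timing: 48 h induction, 1 h compound, 30 min dex at 37 °C | Detection: Formaldehyde fixation, Hoechst nuclear stain, 10x automated fluorescence imaging | Measure: Nuclear versus cytoplasmic GR-EGFP signal, averaged per well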
Ins promoter up: insulin promoter activators in MIN6 cells, imaging, high-content screening, mouse beta cells; MIN6 insulin promoter-GFP reporter; hits give high values; z-score at 5 µM; 0.3% of 190,000 active;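 active means z-score above 3 at 5 µM with at least 500 cells counted in the well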
T cell HTS: modulators of CD8 T cell-vesicle binding, primary screen, mouse 2C CD8+ T cells, flow cytometry. 2C CD8+ T cell-vesicle binding; hits give low values. calls only at 7 µM. 0.068% of 330,000 active;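 active means response, share of CD8 T cells binding vesicles, and their 90th percentile fluorescence all below set limits, cut at about 80% in these data, passing the limit was not always enough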
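Test system: purified 2C TCR transgenic mouse naive CD8+ T cells. Probe or stimulus: QL9-peptide-loaded Drosophila micro-vesicles bearing Ld, ICAM-1 and B7-1. Incubation: binding step 1.5 h, 37 °C, antibody labelling 20 min, ice. Measured by: flow cytometry of vesicle-bound cells.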
PMI inhibitors: inhibitors of human PMI, primary screen, biochemical, fluorescence intensity, coupled assay (AID 1209); inhibition, % at 20 µM, or IC50 in µM where a hit was titrated; purified PMI enzyme, coupled fluorescence intensity; higher % means a stronger effect; 0.42% of 190,000 active; Mannose-6-phosphate isomerase (Homo sapiens); in the data active means inhibition above about 50%;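 further: plate controls were DMSO vehicle for no effect and wells lacking substrate for full effect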
Hep lipid drop: inhibitors of hepatocyte lipid droplet formation, primary screen, imaging, high-throughput imaging, BODIPY stain | AML12 mouse hepatocytes, oleate lipid droplets | inhibition, % at 6.5 µM | 0.4% of 240,000 active | AID 1656, 2009;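 active means lipid droplet intensity inhibited by at least 50%, with more than 500 cells counted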
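Material – AML12 mouse liver cells · Also added – oleate loading, 100 µM · Compound dosing – 6.5 µM single-point dosing · Times – overnight treatment with compound plus oleate · Measured by – fluorescence imaging, 20x objective, two fields per well · Read-out – percent inhibition of filter-corrected integrated lipid droplet intensity per well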
Myeloid diff 2: induction of myeloid progenitor differentiation, primary screen, cell-based, flow cytometry, MLPCN library | 1% of 360,000 active | AID 624256, 2012 | ER-HoxA9 myeloid progenitors, lysozyme-GFP differentiation | calls only at 10 µM;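 active means normalized GFP-positive differentiation at or above the plate's own cutoff, the solvent-only control mean plus 3 SD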;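 further: cells exposed to compound for four days before flow analysis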
b-catenin transl: modulators of beta-catenin nuclear translocation, primary screen, imaging, HeLa cells, immunofluorescence, high-content; 0.3% of 190,000 active; nuclear translocation activity, % at 5 µM;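 active means nuclear translocation activity above 50% at 5 µM, with a well cell count of 50 or more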;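 further: per-cell ratio of nuclear to cytoplasmic median beta-catenin stain intensity; plate controls were DMSO negative control for no effect and GSK-3 inhibitor IX positive control for full effect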
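Technique: fluorescence imaging of beta-catenin antibody stain plus DAPI / Material: human HeLa cell line / Incubation: compound treatment 24 h, 37°C, 5% CO2 / Read-out basis: % activation of per-cell nuclear versus cytoplasmic median beta-catenin signal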
Dynein transport cytoplasmic EGFP: second read-out of Dynein transport, no call of its own (marks repeat the call); z-score; measured here: cytoplasmic GR-EGFP intensity; hits give high values
Dynein transport nuclear GR-EGFP: recorded beside Dynein transport, whose call it bears; z-score; measured here: nuclear GR-EGFP intensity;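 lower value marks the stronger effect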
Dynein transport cell count: recorded beside Dynein transport, whose call it bears; z-score; measured here: cell count per field
Ins promoter up cell count: further read-out of Ins promoter up, marked with its call; cell count; measured here: cytotoxicity, nuclei count;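 total cells summed across four imaged fields per well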
Hep lipid drop cells 6.5 µM: second read-out of Hep lipid drop, no call of its own (marks repeat the call); cell count; measured here: cell count, cytotoxicity flag;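 cells counted across two imaged fields per well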
b-catenin transl cell count 5 µM: recorded beside b-catenin transl, whose call it bears; cell count; measured here: cell count, cytotoxicity flag
T cell HTS vesicle-bound %: also measured in T cell HTS; calls as there; double positive events, %; measured here: CD8+ vesicle-bound cell fraction;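 binding gate set so that unloaded-vesicle control wells show 10% double positive cells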
MT stabilize HCS Hoechst-high %: recorded beside MT stabilize HCS, whose call it bears; % Hoechst-high responders; measured here: nuclear condensation Hoechst responders;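 share of cells brighter than vehicle mean plus two SD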
MT stabilize HCS cytotoxicity %: further read-out of MT stabilize HCS, marked with its call; toxicity, %; measured here: cytotoxicity by cell density;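 0% = mean cell density of plate MIN control wells and 100% = no cells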
Myeloid diff 2 GFP+ MAC1+ %: further read-out of Myeloid diff 2, marked with its call; GFP+ MAC1+ double positive, %; measured here: differentiation confirmed by MAC1 staining
Active calls of the source: *; i = inactive; · = not tested or not shown.

SMILES	TNAP activators	MT stabilize HCS	MT stabilize HCS Hoechst-high %	MT stabilize HCS cytotoxicity %	Dynein transport	Dynein transport cytoplasmic EGFP	Dynein transport nuclear GR-EGFP	Dynein transport cell count	Ins promoter up	Ins promoter up cell count	T cell HTS	T cell HTS vesicle-bound %	PMI inhibitors	Hep lipid drop	Hep lipid drop cells 6.5 µM	Myeloid diff 2	Myeloid diff 2 GFP+ MAC1+ %	b-catenin transl	b-catenin transl cell count 5 µM
CN1CCN(Cn2cc(/C=C/C(=O)c3ccccc3)c3ccccc32)CC1	1	3.9	1.6	7.6	-2.6	0.14	-0.76	0.23	-0.13	894	i	19	15%	2	773	i	3.6	-0.6	1224
COc1cccc(CC(NC(C)=O)C(=O)NC2CCN(c3nc(C)cc(C)c3C#N)CC2)c1OC (stereo not drawn)	1.1	2.1	1.8	4.1	-1.4	-0.23	-0.81	0.44	-0.5	1195	i	36	7%	6	701	i	0.8	·	·
Cc1cc(Cl)ccc1NC(=O)CCCN1C(=O)CCC1=O	1	2.4	2.3	4.1	0.61	-0.025	0.43	0.97	0.43	752	·	·	14%	·	·	i	7.2	·	·
COc1cccc(OCc2nnc(SC)n2C)c1	1.1	2.3	2.3	8.8	-0.62	-0.21	-0.18	0.39	1.7	1208	i	28	-5%	·	·	i	0.9	-0.1	809
Cc1ccc(NC(=O)Cn2c(O)c(N=NS(=O)(=O)c3ccc(C)cc3)c3ccccc32)cc1	1	1.1	2.8	11	1	-0.22	0.51	-0.83	1.6	1338	i	24	-73%	-10	655	i	0.7	-4.5	479
N#CCCCSc1nnnn1-c1cccc(Cl)c1	1.1	3.4	2.4	0.8	0.5	-0.21	0.065	0.57	-0.03	1303	i	35	0%	-10	755	i	1.2	·	·
CCOC(=O)C1CCN(S(=O)(=O)Cc2ccc(Cl)cc2)CC1	1.1	2.0	1.8	8.4	-0.24	-0.26	0.15	0.55	·	·	i	33	1%	6	664	i	2.0	·	·
CCC1C(=O)N=C(SCC(=O)Nc2nc3ccccc3s2)NC1=O (stereo not drawn)	1.1	4.3	2.7	7.4	0.32	-0.21	-0.2	0.034	-0.58	1262	i	52	-8%	11	706	i	0.4	-0.1	1121
Cc1cccc(N2CCN(C(=O)C3CCN(S(=O)(=O)c4c(C)noc4C)CC3)CC2C)c1 (stereo not drawn)	1.1	3.9	3.8	4.7	-0.37	-0.36	-0.24	0.57	0.46	1127	i	21	0%	-20	738	i	0.5	-1.4	1085
CC(C)N(Cc1nccn1C)C(=O)CCc1nnc(CCCc2ccccc2)o1	1.1	1.7	2.1	4.9	1.8	0.19	1.4	-2.6	0.13	1404	i	53	5%	-13	689	i	0.2	-0.8	1001
CC(=O)c1ccc(S(=O)(=O)Nc2cccc(-c3ccc4nncn4n3)c2)cc1	1	3.0	1.5	13	-0.9	-0.26	-0.33	0.48	0.42	1534	i	64	8%	-4	683	i	0.3	-0.9	1055
CC(=NCCN1CCOCC1)C1=C(O)c2ccccc2C1=O	1	2.4	2.1	1.1	-0.65	-0.21	0.003	0.69	1	1390	i	16	-23%	·	·	i	1.3	1.0	1194
Cc1ccc(C(=O)Nc2ccc(N3CCN(C)CC3)nc2)cc1	0.9	2.4	1.6	5.2	-0.4	-0.15	-0.13	0.43	0.44	1341	i	11	-6%	5	730	i	0.4	1.0	1060
COc1cccc(CNC(=O)CCC2CCCN(C/C=C/c3ccccc3OC)C2)c1 (stereo not drawn)	1.2	1.9	1.4	3.3	0.3	-0.079	0.47	-1	-0.94	1546	i	64	0%	-23	662	i	0.6	-4.3	1042
CCCCN1C(=O)Nc2ccccc2S1=O (stereo not drawn)	1	2.1	3.0	11	0.46	-0.14	0.41	-0.79	0.26	1159	i	4	-2%	4	720	i	0.7	-3.3	544
COC(=O)c1ccc(OS(=O)(=O)c2ccc(NC(C)=O)cc2)cc1	1.1	5.0	1.6	7.3	1.4	-0.24	0.34	-1.4	0.22	1208	i	44	9%	5	581	i	0.7	-1.6	931
Cc1cc(Cl)c(S(=O)(=O)Nc2ccccn2)cc1OCC(N)=O	1.1	3.3	2.6	7.1	-0.66	-0.26	-0.33	1.1	0.02	1192	i	33	4%	-3	756	i	0.2	·	·
CCOC(=O)N1CCC(NC(=O)CCC(=O)N2CCOc3ccc(Cl)cc32)CC1	1	1.1	1.0	2.7	-0.1	-0.35	0.31	0.12	1.9	1361	i	64	4%	-26	737	i	0.2	-1.1	1124
CCOC(=O)C1=C(C)NC(=O)C1CC(=O)O (stereo not drawn)	0.9	1.5	2.7	6.0	0.18	-0.21	0.18	-0.082	-0.05	1503	i	23	-11%	6	704	i	0.8	2.6	1021
COc1ccc(CC(=O)O/N=C(\N)c2ccncc2)cc1	·	·	·	·	2.2	-0.12	0.94	-2.2	-0.29	1123	i	40	·	0	720	i	0.2	-0.2	1295
COc1ccc(NC(=O)Cn2cc(C#N)c3ccccc32)cc1	1.1	8.5	1.8	15	0.53	-0.23	0.36	-1.3	-0.26	1443	i	33	6%	0	674	·	·	-2.5	1113
N#CC1=C(N)NC(SCc2ccc(F)cc2)=C(C#N)C12CCCCC2	1.1	47*	31*	56*	-1.5	-0.19	-0.63	0.032	-0.95	1167	i	46	16%	-27	702	i	0.3	·	·
O=C(Oc1ccc2c(c1)OCO2)c1cc2c(s1)CCC2	1.1	1.3	1.7	9.1	0.12	-0.22	0.2	-0.099	0.77	1188	i	32	-4%	·	·	·	·	-1.3	828
Cc1cc([N+](=O)[O-])ccc1NC(=O)Cc1ccc(F)cc1	1.2	3.8	2.5	10	-0.49	-0.26	-0.31	2.1	0.02	1267	i	38	-4%	0	703	i	1.7	0.4	495
COc1ccc(OC)c(NC(=O)c2cc(-c3ccc(C)cc3O)n[nH]2)c1	1.4	3.0	2.1	5.7	0.33	-0.2	0.44	-0.065	-0.61	1247	i	28	5%	2	750	i	0.9	-2.6	1130

The final 2 compounds of the part before come first, to join the parts.
SMILES	TNAP activators	MT stabilize HCS	MT stabilize HCS Hoechst-high %	MT stabilize HCS cytotoxicity %	Dynein transport	Dynein transport cytoplasmic EGFP	Dynein transport nuclear GR-EGFP	Dynein transport cell count	Ins promoter up	Ins promoter up cell count	T cell HTS	T cell HTS vesicle-bound %	PMI inhibitors	Hep lipid drop	Hep lipid drop cells 6.5 µM	Myeloid diff 2	Myeloid diff 2 GFP+ MAC1+ %	b-catenin transl	b-catenin transl cell count 5 µM
Cc1cc([N+](=O)[O-])ccc1NC(=O)Cc1ccc(F)cc1	1.2	3.8	2.5	10	-0.49	-0.26	-0.31	2.1	0.02	1267	i	38	-4%	0	703	i	1.7	0.4	495
COc1ccc(OC)c(NC(=O)c2cc(-c3ccc(C)cc3O)n[nH]2)c1	1.4	3.0	2.1	5.7	0.33	-0.2	0.44	-0.065	-0.61	1247	i	28	5%	2	750	i	0.9	-2.6	1130
Cc1ccc(NC(=O)Nc2cccc([N+](=O)[O-])c2)cc1F	0.9	5.5	1.3	14	-0.67	-0.2	-0.3	-0.099	-0.68	1108	i	44	0%	6	637	i	0.7	0.1	1128
Cn1nc(-c2ccccc2)c(C(=O)Nc2ccc(C(F)(F)F)cc2)c1Cl	1.1	1.7	2.0	0.0	-0.45	-0.06	-0.49	0.23	0.28	1536	·	·	-3%	·	·	i	5.4	-2.7	1420
COCCCNC(=O)c1cccc(OC)c1OC	1.1	1.4	1.7	7.7	-0.87	-0.29	-0.28	0.63	1.3	1084	i	67	3%	0	787	i	0.6	·	·
COc1ccc(-c2cn3c(C)c(C(=O)NCCN4CCOCC4)sc3n2)cc1	1.1	1.6	1.5	2.8	1.1	-0.13	1.3	-1.5	·	·	i	32	-30%	·	·	i	0.6	·	·
CC(=O)N1[C@H](Cc2ccccc2)C=C[C@]1(C)C(=O)NCc1ccccn1	1	1.2	3.0	12	-0.98	-0.27	-0.066	0.93	0.83	1252	i	52	-11%	-2	758	i	2.4	-1.2	450
CC(C)CC(OC(=O)c1ccco1)C(=O)NCC1CCCO1 (stereo not drawn)	1.1	2.3	1.8	9.0	0.53	-0.21	0.43	0.2	0.02	1246	i	20	-6%	·	·	i	1.2	-8.2	1004
Cc1ccc(/C=N/NC(=O)c2ccncc2)o1	1.1	2.3	2.3	9.6	0.2	-0.33	-0.17	0.24	0.62	1152	i	43	9%	-10	652	i	0.4	2.5	901
Cc1cc(Nc2ccc(Cl)cc2)n(-c2ccccc2)n1	1.3	1.1	1.0	13	0.65	0.07	0.76	-0.73	0.69	829	i	40	20%	9	750	i	0.2	-1.5	1157
Cc1cccc(OCC(=O)N/N=C/c2ccc(N(C)C)cc2)c1	1.1	1.6	1.1	8.9	-0.4	-0.31	-0.033	0.26	0.44	1549	i	41	6%	0	645	i	0.5	0.1	1550

High-throughput results: PubChem BioAssay, several laboratories
